NTR1 agonist: agonists of NTR1, primary screen, imaging, U2OS cells, beta-arrestin-GFP, high content (AID 493036); NTR1-U2OS beta-arrestin-GFP spot imaging, agonist mode; 330,000 compounds, 0.17% hits; activation, % at 20 µM;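 active = activation at or above 40% of the spot to cytoplasm intensity ratio, with at least 20 cells analyzed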;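 also: 0% = DMSO without peptide and 100% = 100 nM NTR1 peptide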
Target sequence (P30989 whole entry, looked up): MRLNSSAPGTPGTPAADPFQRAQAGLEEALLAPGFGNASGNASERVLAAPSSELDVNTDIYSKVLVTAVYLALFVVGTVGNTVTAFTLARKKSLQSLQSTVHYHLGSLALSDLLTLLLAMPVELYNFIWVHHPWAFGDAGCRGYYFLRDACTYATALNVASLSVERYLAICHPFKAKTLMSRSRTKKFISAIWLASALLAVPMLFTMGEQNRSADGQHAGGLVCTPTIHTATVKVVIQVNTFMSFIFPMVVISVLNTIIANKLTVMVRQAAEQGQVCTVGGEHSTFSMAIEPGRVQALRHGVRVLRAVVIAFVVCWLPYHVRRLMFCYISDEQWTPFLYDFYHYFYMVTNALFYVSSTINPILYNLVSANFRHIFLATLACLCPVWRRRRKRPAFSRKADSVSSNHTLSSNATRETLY
LYP phosphatase: inhibitors of LYP phosphatase, biochemical, fluorescence intensity, uHTS (AID 1779) | Tyrosine-protein phosphatase non-receptor type 22 (Homo sapiens) | recombinant LYP phosphatase, fluorescence intensity; higher % means a stronger effect | inhibition, % at 11.5 µM, or IC50 in µM where a hit was titrated | 290,000 compounds, 0.054% hits; in the data active = inhibition above about 50%;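 also: plate controls were vehicle with enzyme for no effect and no enzyme for full effect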
GPR35 antagonists: GPR35 antagonists blocking zaprinast-driven arrestin recruitment, primary screen, imaging, U2OS, beta-arrestin-GFP, zaprinast agonist (AID 2058). one-dose inhibition, % at 10 µM; IC50 in µM for titrated hits. U2OS GPR35 beta-arrestin-GFP translocation imaging, zaprinast antagonism; higher % means a stronger effect. G-protein coupled receptor 35 (Homo sapiens). 290,000 compounds, 0.052% hits;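 active = inhibition of at least 50% with at least 30 cells and total cytoplasm GFP at most 10,000,000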
HIV peptide binding: inhibitors of HIV fusion peptide binding, primary screen, biochemical, uHTS, fluorescence dequenching (AID 1986); cell-free peptide binding, fluorescence dequenching, 30 min; higher % means a stronger effect; inhibition, % at 20 µM; hits with a dose series show IC50 in µM; 290,000 compounds, 0.3% hits; in the data active = inhibition mostly above about 52%, no sharp cut-off; inactive = mostly below about 76%; also: some results filed as inactive read as strong as hits
SIAH1 antagonists: Siah-1 peptide-binding antagonists, primary screen, biochemical, fluorescence polarization, rhodamine-plectin, uHTS (AID 1817); Siah-1 / rhodamine-plectin peptide fluorescence polarization; higher % means a stronger effect; E3 ubiquitin-protein ligase SIAH1 (Homo sapiens); one-dose displacement, % at 20 µM; IC50 in µM for titrated hits; 290,000 compounds, 0.02% hits;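 active = displacement of at least 50% at 20 µM, with a fluorescence ratio check between 0.3 and a set limit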;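 also: plate controls were Siah plus tracer with DMSO for no effect and tracer alone without Siah for full effect; strong numbers were not always called active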
MgcRacGAP inhibition: MgcRacGAP GTPase-activating activity inhibitors, confirmation, biochemical, ADP Hunter fluorescence; MgcRacGAP-stimulated Rac1 GTP hydrolysis, ADP Hunter fluorescence; higher % means a stronger effect; GST-tagged Rac1 F28L mutant substrate; one-dose inhibition, % at 30 µM; IC50 in µM for titrated hits; 340,000 compounds, 0.6% hits; AID 624330, 2012;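 active = first-screen hits whose inhibition reached a set limit at any dose in the follow-up dose series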;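 also: fluorescence reports GDP produced by GAP-driven GTP hydrolysis; strong numbers were not always called active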
Myeloid diff MLP: induction of myeloid progenitor differentiation, primary screen, cell-based, flow cytometry, MLPCN library; ER-HoxA9 myeloid progenitors, lysozyme-GFP differentiation; calls only at 10 µM; 360,000 compounds, 1% hits;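 active = normalized GFP-positive differentiation at or above the plate's own cutoff, the solvent-only control mean plus 3 SD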;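 also: cells exposed to compound for four days before flow analysis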
PhoP inhibition: inhibitors of PhoP regulon expression, primary screen, Salmonella Typhimurium, GFP reporter (AID 1863) | S. Typhimurium PhoP-regulated promoter GFP reporter, 4 h; higher % means a stronger effect | one-dose inhibition, % at 50 µM; IC50 in µM for titrated hits | 300,000 compounds, 0.16% hits;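 active = inhibition over 29.93%, a cutoff 3 SD above the screen mean, later confirmed by dose response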;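 also: 0% = low Mg2+ inducing control and 100% = high Mg2+ repressing control; strong numbers were not always called active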
GPR55 antagonists: GPR55 antagonists blocking LPI-driven arrestin recruitment, primary screen, imaging, U2OS, beta-arrestin-GFP, LPI agonist (AID 2013). G-protein coupled receptor 55 (Homo sapiens). U2OS GPR55 beta-arrestin-GFP translocation imaging, LPI antagonism; higher % means a stronger effect. inhibition, % at 10 µM, or IC50 in µM where a hit was titrated. 290,000 compounds, 0.13% hits;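 active = spots per cell inhibited over 60%, with over 100 cells counted and total cytoplasm intensity under 500,000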;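 also: U2OS cells stably carrying GPR55 and arrestin-GFP stimulated by 5 µM LPI near EC80; imaged beta-arrestin-GFP aggregate spots per cell after agonist stimulation; plate controls were LPI-stimulated DMSO wells for no effect and DMSO wells without LPI for full effect; some results filed as inactive read as strong as hits; confirmed hits need IC50 under 10 µM and bright autofluorescent wells are also inconclusive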
NTR1 agonist cell count 20 µM: recorded beside NTR1 agonist, whose call it bears; cell count; measured here: cell count, cytotoxicity flag
Myeloid diff MLP GFP+ MAC1+ %: further read-out of Myeloid diff MLP, marked with its call; GFP+ MAC1+ double positive, %; measured here: differentiation confirmed by MAC1 staining
Starred values were filed as active, the others as inactive; i = inactive; . = not tested or not shown; + = active, no number. Only part of the results is shown, so the mix of outcomes need not match the whole.

SMILES | NTR1 agonist | NTR1 agonist cell count 20 µM | LYP phosphatase | GPR35 antagonists | HIV peptide binding | SIAH1 antagonists | MgcRacGAP inhibition | Myeloid diff MLP | Myeloid diff MLP GFP+ MAC1+ % | PhoP inhibition | GPR55 antagonists
C=CCn1c(O)c(/C=N/N2CCCCC2)c(=O)[nH]c1=O | -0.5 | 58 | -6% | 4% | -0.5% | 0% | 3% | i | 0.4 | 0% | 4%
CCCN1CC(C)C(OC(C)=O)(c2ccccc2)CC1C (configuration not stated) | -1.0 | 46 | -5% | 0% | 0.3% | -5% | 9% | i | 0.9 | 7% | 4%
O=Cc1cn(Cc2ccc(Br)cc2)c2ccccc12 | 3.0 | 39 | -3% | 14% | 1.8% | -1% | 7% | i | 0.9 | 11% | 2%
COC(=O)C1=C(c2ccccc2)C[C@@H]2CC[C@H]1N2C(=O)NC1CCCCC1 | -1.0 | 93 | . | . | . | . | 5% | i | 4.7 | -4% | .
CCCCn1c(=O)c(C=Nc2cc([N+](=O)[O-])ccc2OC)c(O)n(CCCCl)c1=O | 2.1 | 85 | 4% | 9% | 58% | -4% | 5% | i | 0.1 | -4% | 9%
CC1=C(C/C(C)=C/c2ccccc2)/C(=C/CO)[C@@H]2OC(=O)O[C@]2(C)C12CC2 | 0.2 | 79 | . | . | . | . | 13% | i | 0.7 | 4% | .
Cc1ccccc1-n1c(/C=C/c2ccccn2)nc2ccccc2c1=O | -0.2 | 43 | -2% | 8% | 2.5% | 4% | 1% | i | 0.5 | -7% | -4%
COc1cccc(-n2c(O)c(C=NCCN3CCOCC3)c(=O)[nH]c2=O)c1 | 0.9 | 39 | -2% | -1% | 0.2% | 6% | 11% | i | 1.3 | -3% | 34%
C#CC[N+]1(C)[C@@H]2CC[C@H]1CC(OC(=O)C(CO)c1ccccc1)C2 (some centres not stated) | -0.1 | 80 | -5% | 0% | 0.2% | 12% | 9% | i | 0.8 | 3% | 6%
O=[N+]([O-])c1ccc(-[n+]2c(-c3ccccc3)cc(-c3ccccc3)cc2-c2ccccc2)cc1 | 1.6 | 58 | -8% | -8% | -1.4% | -1% | 11% | i | 0.4 | -3% | 0%
CC(C)c1ccc(N2C(=O)NC(=O)/C(=C/C=C/c3ccco3)C2=O)cc1 | . | . | 6% | 6% | 128% | 52%* | 10% | + | 1.0* | -22% | 16%
CCN1C[C@]2(COC(=O)c3ccccc3N)CC[C@H](OC)C34[C@@H]5C[C@H]6[C@H](OC)[C@@H]5[C@](O)(C[C@@H]6OC)[C@@](O)([C@H]13)[C@@H](OC)[C@@H]42 | 0.1 | 34 | -11% | 3% | 1.3% | 3% | -6% | i | 1.0 | -4% | 0%
NCc1cc(=O)[nH]o1 | 1.3 | 64 | . | . | . | . | 0% | i | 1.7 | 10% | .
CN(C)C(=O)Oc1ccc2nnc3ccnn3c2c1 | -0.9 | 55 | -6% | -10% | 5.8% | 2% | 10% | i | 0.9 | 6% | 8%
Clc1ccccc1CN1CCNCC1 | 0.3 | 55 | -3% | -10% | 0.3% | 8% | 0% | i | 1.2 | 3% | 4%
COc1ccc(-n2nc(C(=O)NCC(=O)N3CCC4(CC3)OCCO4)c3ccccc3c2=O)cc1 | 0.7 | 56 | -5% | -11% | 1.2% | -1% | 5% | i | 0.8 | -5% | 8%
COc1ccc(C(=O)N/N=C/C23CC[C@@H](O)CC2(O)CC[C@@H]2[C@@H]3CCC3(C)C(C4=CC(=O)OC4)CCC23O)cc1 (some centres not stated) | -0.2 | 65 | -2% | 8% | -1.0% | 13% | 6% | + | 0.6* | -12% | 1%
COc1ccc(C(CNC(=O)CCc2ccsc2)N(C)C)cc1 (configuration not stated) | 0.1 | 55 | -5% | 2% | -1.2% | 2% | -3% | i | 2.0 | 0% | 6%
CCCCCc1nc2ccccc2c(=O)n1-c1ccc(Cl)cc1[N+](=O)[O-] | 5.0 | 44 | -3% | 6% | -0.9% | 1% | 2% | i | 1.0 | 0% | 0%
CC(C)CCNC(=O)c1cc(C(=O)c2cc(F)ccc2O)cn(CCC(C)C)c1=O | 1.8 | 34 | 6% | 14% | -0.4% | -1% | 0% | i | 0.2 | 5% | 14%
Cc1c(O)ccc(C(=O)CN2CC(C)OC(C)C2)c1O (configuration not stated) | -0.1 | 59 | -8% | -6% | 1.2% | -2% | 8% | i | 0.6 | -4% | -10%
COc1ccc2c3c([nH]c2c1)C(C)NCC3 (configuration not stated) | -3.8 | 78 | -10% | 2% | 2.4% | -2% | -28% | + | 1.8* | -2% | 4%
CCOC(=O)N1CCN(C(C)C(=O)c2c[nH]c3ccccc23)CC1 (configuration not stated) | 0.5 | 54 | -4% | 11% | -1.5% | 4% | -4% | i | 0.0 | -3% | 3%
CN1CCN(c2ccc([N+](=O)[O-])c(N)c2)CC1 | -3.9 | 74 | -5% | -4% | 0.3% | -1% | 10% | i | 0.1 | 1% | 11%
Cc1ccc2c(c1)C(c1ccccc1)=NCC(=O)N2 | -0.3 | 49 | 0% | -1% | 1.1% | 0% | -11% | i | 0.6 | -2% | 13%
CC(=O)Nc1cc(C(=O)N2CCC3(CC2)OCCO3)ccc1Sc1ccc(C)cc1 | 0.3 | 62 | -5% | -7% | 11% | -2% | 5% | i | 5.0 | -5% | 4%
COCCNC(=O)c1ccc(N2CC3CC(C2)c2cccc(=O)n2C3)c([N+](=O)[O-])c1 (configuration not stated) | 0.4 | 69 | -3% | -13% | -0.9% | -3% | 3% | i | 0.3 | 5% | 10%
COC(=O)C1=C(C)OC(N)=C(C#N)C12C(=O)Nc1ccccc12 (configuration not stated) | -0.2 | 67 | -5% | -9% | -0.3% | 2% | 2% | i | 0.8 | 6% | 0%
CN1C(=O)N(C)C(=O)C2(Cc3cc([N+](=O)[O-])ccc3N(C)C2)C1=O | 4.0 | 71 | 5% | -20% | -0.4% | 7% | 4% | i | 0.5 | -3% | -7%
CN(C)CC1CSCCC1(O)c1ccccc1 (configuration not stated) | -1.4 | 52 | -5% | -1% | -2.5% | 2% | 2% | i | 1.2 | 4% | 12%
C[N+]1(C)C2CCC1CC(OC(=O)c1ccco1)C2 (configuration not stated) | 0.5 | 47 | -1% | -10% | 0.3% | -2% | 4% | i | 0.3 | -11% | 8%
O=c1[nH]c(=O)n(CCc2ccc(F)cc2)c(O)c1C=NCCCn1ccnc1 | 1.5 | 36 | 2% | -7% | 4.4% | 2% | 1% | i | 0.5 | -8% | 2%
CC(C)(C)n1c(O)c(C=Nc2ccc3c(c2)CCC3)c(=O)[nH]c1=O | 11 | 90 | 3% | -6% | -1.9% | -3% | 1% | i | 0.6 | 1% | -2%
N=C1c2ccccc2CN1NC(=O)c1ccc(Cl)cc1 | -1.7 | 48 | -3% | 10% | 1.3% | 1% | 8% | i | 0.3 | 8% | 20%
CCN1CCN(C(=O)COc2ccc(S(=O)(=O)N(C)Cc3ccccc3)cc2)CC1 | -1.5 | 56 | 0% | 3% | -0.3% | 4% | -1% | i | 0.9 | -1% | 10%
Cn1c(C(=O)N2CCC3(CC2)OCCO3)cc2c(=O)n(C)c3ccccc3c21 | 0.0 | 70 | 5% | 2% | -1.3% | 3% | 1% | i | 11 | 2% | 9%
CN1CC=C(/C=C/c2ccc(-c3ccccc3)cc2)CC1 | 2.3 | 40 | -4% | 5% | -1.9% | 0% | . | . | . | 1% | 3%
O=[N+]([O-])c1cccc(CN2CC=C(c3ccc(F)cc3)CC2)c1 | 1.3 | 61 | -6% | 0% | 1.0% | 3% | 9% | i | 0.1 | 2% | 8%
O=c1cccc2n1CC1CC2CN(CC(O)CN2CC3CC(C2)c2cccc(=O)n2C3)C1 (configuration not stated) | -1.0 | 94 | -8% | 5% | -1.0% | -2% | 11% | i | 0.5 | 0% | 0%
CCC(C)C(NC(=O)CCCNC(=O)CCC(=O)OC1O[C@H]2OC3(C)CC[C@H]4[C@H](C)CCC(C1C)C24OO3)C(=O)O (some centres not stated) | 0.3 | 88 | -8% | -3% | -0.1% | 4% | 10% | . | . | -5% | 3%
CC(NS(=O)(=O)OCC(Cl)(Cl)Cl)c1ccccc1 (configuration not stated) | 1.5 | 51 | -10% | -4% | -0.7% | 4% | 4% | i | 0.7 | -5% | -7%
CC1COC2N=C(N[N+](=O)[O-])NC2O1 (configuration not stated) | 0.4 | 46 | -8% | 1% | 4.0% | -2% | 13% | i | 0.8 | 3% | 5%
Cc1ccnc(-n2c(C)nc3ccccc3c2=O)c1 | 1.3 | 92 | 1% | 12% | -1.3% | -3% | 1% | i | 1.1 | -1% | -1%
COc1ccc(C(=O)OC2CC3CCC(C2)[N+]3(C)[O-])cc1OC (configuration not stated) | 2.2 | 78 | -9% | -5% | -1.1% | 2% | 4% | i | 0.8 | 3% | 10%
O=[N+]([O-])c1ccc(NCc2ccccc2)c2nonc12 | -1.5 | 33 | -1% | 1% | 146% | 30% | . | . | . | -54% | 13%
OC12CCCCC1C(c1ccccc1)NCC2 (configuration not stated) | 1.4 | 45 | -10% | -7% | -1.4% | 14% | 5% | i | 7.0 | -5% | 4%
COc1ccc(-n2c(SC)nc3ccccc3c2=O)cc1 | 0.0 | 37 | -8% | 7% | 0.1% | -2% | 7% | i | 0.8 | 10% | 4%

Entries listed so far containing fluorine:
SMILES | NTR1 agonist | NTR1 agonist cell count 20 µM | LYP phosphatase | GPR35 antagonists | HIV peptide binding | SIAH1 antagonists | MgcRacGAP inhibition | Myeloid diff MLP | Myeloid diff MLP GFP+ MAC1+ % | PhoP inhibition | GPR55 antagonists
CC(C)CCNC(=O)c1cc(C(=O)c2cc(F)ccc2O)cn(CCC(C)C)c1=O | 1.8 | 34 | 6% | 14% | -0.4% | -1% | 0% | i | 0.2 | 5% | 14%
O=c1[nH]c(=O)n(CCc2ccc(F)cc2)c(O)c1C=NCCCn1ccnc1 | 1.5 | 36 | 2% | -7% | 4.4% | 2% | 1% | i | 0.5 | -8% | 2%
O=[N+]([O-])c1cccc(CN2CC=C(c3ccc(F)cc3)CC2)c1 | 1.3 | 61 | -6% | 0% | 1.0% | 3% | 9% | i | 0.1 | 2% | 8%
